BLM inh: blocks DNA unwinding by human BLM helicase; recombinant BLM DNA unwinding, fluorescence dequenching; Potency, µM (titrated, usually from 56.1 µM), for inactives: at the highest dose activity change, negative = inhibition, usual class: inhibitors; 350,000 compounds, 0.2% hits; AID 2528;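 further: potency means the concentration at half of the fitted maximal effect; plate controls were vehicle for no effect and no enzyme for full effect; nearly all actives have a fitted effect of over 35% in size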
POLI inh: DNA polymerase iota (human) inhibition | Q9UNA4 | Pol iota fluorescent replication assay, 10 min | Potency, µM (titrated, usually from 115 µM), for the others: at the highest dose activity, negative = inhibition, usual class: inhibitors | 390,000 compounds, 1% hits | AID 588590; further: potency means the concentration at half of the fitted maximal effect
Target sequence (Q9UNA4 whole entry, looked up): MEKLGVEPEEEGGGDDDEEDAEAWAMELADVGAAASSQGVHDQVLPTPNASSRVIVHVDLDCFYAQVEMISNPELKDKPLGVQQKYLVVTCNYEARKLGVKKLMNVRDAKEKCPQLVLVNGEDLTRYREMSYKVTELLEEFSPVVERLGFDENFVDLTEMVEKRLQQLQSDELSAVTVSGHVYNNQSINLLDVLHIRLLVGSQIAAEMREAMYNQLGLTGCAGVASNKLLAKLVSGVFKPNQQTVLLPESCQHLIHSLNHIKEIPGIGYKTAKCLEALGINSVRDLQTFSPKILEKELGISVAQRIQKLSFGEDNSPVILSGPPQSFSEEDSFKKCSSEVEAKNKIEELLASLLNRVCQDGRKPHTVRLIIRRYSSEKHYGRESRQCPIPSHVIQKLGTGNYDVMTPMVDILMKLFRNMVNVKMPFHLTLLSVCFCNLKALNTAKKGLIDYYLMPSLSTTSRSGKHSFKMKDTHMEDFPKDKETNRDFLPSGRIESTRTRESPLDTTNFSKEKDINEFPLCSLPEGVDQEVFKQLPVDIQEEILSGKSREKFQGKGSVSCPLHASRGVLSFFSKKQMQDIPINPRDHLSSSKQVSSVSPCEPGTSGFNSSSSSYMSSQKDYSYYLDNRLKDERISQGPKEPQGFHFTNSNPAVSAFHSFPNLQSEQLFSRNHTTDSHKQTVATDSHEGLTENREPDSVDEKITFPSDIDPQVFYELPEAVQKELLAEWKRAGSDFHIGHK
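Pol iota at 10 nM preincubated 15 min with compounds at room temperature; reaction started with fluorescent substrate, 50 nM final. Fluorescence read kinetically at 0 and 10 min; buffer-only wells as negative control.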
GRP78 ERSR act: induces the endoplasmic reticulum stress response in human glioma cells. U87-MG GRP78 promoter luciferase reporter, 16 h. Potency, µM, without a hit: at the top dose activation, hits mostly activators. 420,000 compounds, 0.02% hits; further: potency means the concentration at half of the fitted maximal effect; series mostly up to about 76 µM; % of control where 0% means no effect; nearly all actives have a fitted effect of over 35% in size
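Stably transfected U87-MG human glioma cells carrying a GRP78-based luminescent sensor were seeded at 1000 cells/well, pin-dosed with compounds and incubated 16 h. Luciferase reagent was then added, and end-point luminescence was read after 10 min at room temperature.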
POLB inh: inhibitors of human DNA polymerase beta. P06746. Pol beta primer extension/strand displacement, fluorescence kinetic. Potency, µM (highest dose often 114 µM), for the others: at the top dose activity change, negative = inhibition, hits mostly inhibitors. 340,000 compounds, 1.3% hits. AID 485314; further: potency means the concentration at half of the fitted maximal effect; on the % scale 0 is the no-effect control and ±100 the full control effect
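Pol beta (10 nM) was preincubated with compound for 15 min at room temperature. The reaction was then started with 50 nM substrate and read immediately and after a further 10 min at room temperature.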
Anesthetic bind: binds horse apoferritin like a general anesthetic; apoferritin/1-aminoanthracene competitive binding, fluorescence; P02791; 350,000 compounds, 0.074% hits; Potency, µM (titrated, usually from 77.5 µM), without a hit: at the top dose activity change, negative = displacement, usual class: inhibitors; further: potency means the concentration at half of the fitted maximal effect; on the % scale 0 is the no-effect control and ±100 the full control effect; nearly all actives have a fitted effect of over 20% in size
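Horse-spleen apoferritin (10 uM) in 50% saturated 1-aminoanthracene in PBS was incubated 10 min at room temperature with compound. Fluorescence (ex 380, em 535 nm) was normalized to free and bound 1-AMA, with concentration-response fitted by a four-parameter Hill equation.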
Pol kappa inh: inhibitors of human DNA polymerase kappa | purified Pol kappa, fluorescent DNA synthesis assay, 10 min | AID 588579 | Potency, µM (top dose mostly 107 µM), without a hit: at the top dose activity, negative = inhibition, actives largely listed as inhibitors | 400,000 compounds, 0.53% hits | Q9UBT6; further: potency means the concentration at half of the fitted maximal effect; on the % scale 0 is the no-effect control and ±100 the full control effect
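10 nM Pol kappa preincubated 15 min at room temperature with compounds, then reaction started with substrate at 50 nM final. Fluorescence read kinetically at 0 and 10 min; buffer-only wells served as negative control.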
LDHA inh: blocks human lactate dehydrogenase A | AID 1347041 | 480,000 compounds, 0.15% hits | purified LDHA, NADH/diaphorase-resazurin fluorescence; hits give low values | activity change, % (values are at about 110 or 230 µM); in the data active means activity change below about -30%; inconclusive means mostly about -25% to -30%;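 further: plate controls were DMSO wells for no effect and wells without enzyme for full effect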
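LDH5 2 nM; NADH 0.06 mM, pyruvate 0.2 mM; 200 mM Tris pH 7.4, EDTA, Tween-20; 5 min RT. Detection: diaphorase 0.133 mg/mL + resazurin 37 µM, fluorescence ex540/em590 at 0 and 20 min; normalized to enzyme-free and DMSO wells.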
POLH inh: inhibitors of human DNA polymerase eta | Q9Y253 | recombinant Pol eta, fluorescent DNA replication assay | Potency, µM (highest dose often 114 µM), inactives show top-dose activity change, negative = inhibition, most hits filed as inhibitors | 390,000 compounds, 1.2% hits | AID 588591; further: potency means the concentration at half of the fitted maximal effect; on the % scale 0 is the no-effect control and ±100 the full control effect
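Pol eta (10 nM) was preincubated with compounds for 15 min at room temperature, after which fluorescent replication substrate (50 nM final) was added to start the reaction. Fluorescence was read kinetically at 0 and 10 min.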
APEX1 inh: APE1 (human) endonuclease inhibition; recombinant APE1, TAMRA/BHQ-2 abasic DNA cleavage fluorescence; Potency, µM (highest dose often 65.8 µM), for the others: top-dose activity change, negative = inhibition, hits mostly inhibitors; 350,000 compounds, 0.35% hits; AID 2517;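 further: potency means the concentration at half of the fitted maximal effect; plate controls were vehicle for no effect and reference inhibitor for full effect; nearly all actives have a fitted effect of over 55% in size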
Target sequence (P27695 whole entry, looked up): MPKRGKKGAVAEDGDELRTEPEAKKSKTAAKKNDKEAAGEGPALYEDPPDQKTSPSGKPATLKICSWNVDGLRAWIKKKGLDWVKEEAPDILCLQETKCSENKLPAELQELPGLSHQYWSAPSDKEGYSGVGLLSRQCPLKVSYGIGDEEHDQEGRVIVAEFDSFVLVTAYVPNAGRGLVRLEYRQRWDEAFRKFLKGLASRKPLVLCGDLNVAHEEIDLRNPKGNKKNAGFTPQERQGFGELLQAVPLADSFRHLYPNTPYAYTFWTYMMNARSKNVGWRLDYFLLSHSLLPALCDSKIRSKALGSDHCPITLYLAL
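Incision of a quenched TAMRA/BHQ-2 THF abasic-site duplex (50 nM) by 0.75 nM APE1, after 15 min compound preincubation, measured as fluorescence increase over three 60 s reads. Values normalized to buffer, DMSO and NSC13755 control wells.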
* hit, by the source's call; ? = inconclusive; . = no result given; & = joins results of further samples; [ ] = remark or other dose. Unless noted, the call rests on the fitted dose curve; in most records, active means well fitted curve in the direction sought with a large enough effect; inconclusive means small, poorly fitted or top-dose-only effect, or another doubt; inactive means no such curve, though single readings can be large; an effect the other way counts as inactive or inconclusive. Some of the compounds tested; the hit share may differ from the screen's.

molecule	BLM inh	POLI inh	GRP78 ERSR act	POLB inh	Anesthetic bind	Pol kappa inh	LDHA inh	POLH inh	APEX1 inh
CCN(c1ccccc1)S(=O)(=O)c1ccc2[nH]cc(C(=O)NCCOC)c(=O)c2c1	-4%	-18%	-4%	-13%	4%	-30%	-1	?	3%
CCOC(=O)CSc1nc2sc(C)c(C)c2c(=O)[nH]1	1%	-7%	-1%	-17%	-18%	-1%	2	-10%	-3%
O=C(OCC(=O)N1CCOCC1)c1ccc[nH]c1=O	-4%	14%	-1%	1%	-8%	-23%	-4	1%	1%
COc1ccc(C(=O)c2c[nH]cc2-c2ccccc2)cc1	2%	15%	-5%	17%	-5%	1%	-4	-8%	-2%
Cc1ccc(S(=O)(=O)Cc2nc3ccccc3c(=O)[nH]2)cc1	3%	1%	-3%	4%	-6%	-2%	-12	-3%	0%
Cc1ccc(/C=C/C(=O)c2ccccc(=O)c2O)cc1C	-10%	93%[activator]	8%	?	-13%	-8%	-2	-20%	?
CCOC(=O)c1cc(=O)n2nc(-c3ccccc3F)nc2s1	-3%	?	4%	-3%	1%	-5%	0	8%	6%
c1ccc(N2CCN(Cc3cccn3-c3nnc(N4CCN(C5CCCCC5)CC4)s3)CC2)cc1	3%	1%	1%	0%	-7%	-2%	1	-10%	.
Cc1cc(C)n(C2CC(=O)N(c3ccc(Cl)c(Cl)c3)C2=O)n1 (stereo not given)	1%	37%[activator]	-1%	11%	-3%	-5%	0	-6%	2%
Cc1nc2ccc(Br)cc2c2c1CC(CO)O2 (stereo not given)	3%	10%	-2%	17%	4%	0%	-3	3%	-7%
COc1ccc(N2CC(C(=O)Nc3cc(C)ccn3)CC2=O)cc1 (stereo not given)	-3%	61%[activator]	15%	0%	-6%	1%	-13	-2%	-6%
CCOC(=O)c1c(C)nc2sc3c(=O)n(-c4ccc(OC)cc4)cnc3c2c1-c1ccc(OC)cc1	-1%	14%	0%	-1%	-5%	-5%	-5	-14%	4%
CCCN1C(=O)c2ccc(C(=O)NCc3ccco3)cc2C1=O	-7%	?	-3%	-25%	7%	-8%	5	-6%	-2%
CN1/C(=C/C(=O)c2ccc(Cl)cc2)Sc2cc3c(cc21)OCO3	1%	8%	2%	-2%	-1%	1%	2	?	6%
CCOC(=O)c1nnn(-c2nc(N3CCCC3)nc(N3CCCC3)n2)c1-c1ccccc1	0%	-4%	-4%	22%	-14%	-28%	-14	?	1%
Cc1cccc(OCCCC(=O)NNC(=O)c2ccc(F)cc2)c1	.	-6%	-3%	.	.	7%	-2	-16%	14%
CCCc1cc(=O)n2[nH]c(NCc3ccccc3F)nc2n1	0%	1%	-2%	16%	-3%	-9%	-3	1%	-8%
C/C(=N\OCC(=O)OC(C)C(=O)Nc1ccc(C(N)=O)cc1)c1ccc2c(c1)OCO2 (stereo not given)	-1%	12%	-3%	23%	-12%	-5%	-12	0%	10%
NC(=O)c1ccccc1OCc1nnc(-c2ccccc2Br)o1	-1%	-2%	-3%	?	-12%	0%	-6	-1%	-6%
O=C1CC(c2ccc(F)cc2)CC(O)=C1C=NCCN1CCNCC1 (stereo not given)	.	10%	-2%	.	.	-2%	-1	-1%	.
CCc1ccc(NC(=O)C(=O)NCCc2sc3nc(-c4ccc(OC)cc4)nn3c2C)cc1	-6%	-9%	0%	-27%	-11%	3%[60.1 µM]	0	3%	.
Nc1ncnc(Sc2ccccc2)c1[N+](=O)[O-]	-1%	-11%	5%	0%	-4%	-9%	-10	-11%	3%
CCN(CC(=O)Nc1ccc(OC)cc1)C(=O)CCS(=O)(=O)c1ccc(C)cc1	1%	34%[activator]	-5%	1%	-9%	0%	2	-3%	15%
CCN(CC)c1ccc2c(C)c(CN3CCOCC3)c(=O)oc2c1	1%	11%	-3%	34%	883%[activator]	-6%	-3	-10%	-2%
CC(C)CC(=O)Nc1nnc2n1CCS2	1%	20%	-1%	7%	-7%	-5%[60.1 µM]	-1	-18%	.

An excerpt from above in order of formula weight, descending:
molecule	BLM inh	POLI inh	GRP78 ERSR act	POLB inh	Anesthetic bind	Pol kappa inh	LDHA inh	POLH inh	APEX1 inh
COc1ccc(N2CC(C(=O)Nc3cc(C)ccn3)CC2=O)cc1 (stereo not given)	-3%	61%[activator]	15%	0%	-6%	1%	-13	-2%	-6%
Cc1nc2ccc(Br)cc2c2c1CC(CO)O2 (stereo not given)	3%	10%	-2%	17%	4%	0%	-3	3%	-7%
COc1ccc(C(=O)c2c[nH]cc2-c2ccccc2)cc1	2%	15%	-5%	17%	-5%	1%	-4	-8%	-2%
O=C(OCC(=O)N1CCOCC1)c1ccc[nH]c1=O	-4%	14%	-1%	1%	-8%	-23%	-4	1%	1%

The results go on.
molecule	BLM inh	POLI inh	GRP78 ERSR act	POLB inh	Anesthetic bind	Pol kappa inh	LDHA inh	POLH inh	APEX1 inh
COc1cc(C(=O)OCC(=O)NC2CCS(=O)(=O)C2)c([N+](=O)[O-])cc1OC (stereo not given)	-7%	124%[activator]	2%	22%	1%	2%	-2	-3%	1%
N#Cc1ccc(CN2CCN(C(=O)CNS(=O)(=O)c3ccc4c(c3)OCCCO4)CC2)cc1	.	12%	-3%	.	.	-12%	-4	-1%	4%
CC/C(=N\NC(=O)C1CCCC1)c1ccc(Br)cc1	0%	36%[activator]	9%	?	-7%	-11%	-1	-1%	37%
CC1CCCC(C)N1C(=O)Cn1c(SCC(=O)NCc2ccc3c(c2)OCO3)nc2ccccc21 (stereo not given)	-2%	-28%	-1%	25%	?	0%	1	-10%	-12%
Cc1c(NC(=O)c2cccs2)cccc1NC(=O)c1cccs1	0%	1%	-4%	48%	1%	-10%	-9	-4%	-10%
Cn1cncc1C#Cc1ccc2cc(C(C)(C)O)oc(=O)c2c1	.	38%[activator]	3%	.	.	11%	-1	-10%	8%
Cc1csc2nc(CSc3nc4ccccc4o3)c(Br)n12	-3%	-7%	0%	-9%	-13%	0%	-3	-11%	-4%
COc1cccc(N2CCN(c3nc(C)cc(=O)[nH]3)CC2)c1	-2%	9%	-3%	69%	-1%	-9%	1	-3%	17%
N#Cc1nc(-c2ccccc2)oc1N1CCC(C(N)=O)CC1	-1%	2%	-4%	14%	1%	-8%	-7&-8	-9%	43%
COc1ccccc1CNC(=O)c1cnc2sccn2c1=O	-8%	-23%	-4%	9%	-1%	4%	-1	-9%	6%
CCCCC(=O)N1CCCC(C(=O)OCC)C1 (stereo not given)	-1%	6%	-5%	39%	-13%	11%	-2	-6%	7%
COCCN(C(=O)COC(=O)CCc1c[nH]c2ccccc12)c1c(N)n(Cc2ccccc2)c(=O)[nH]c1=O	.	26%	-4%	.	.	-5%	-7	-23%	9%
CCOC(=O)c1ccc(NC(=O)CN2C(=O)NC3(CCCCCCC3)C2=O)cc1	.	32%[activator]	-6%	.	.	-1%	0	-22%	10%
Cc1ccc(-c2noc(-c3ccno3)n2)cc1	-2%	1%	13%	3%	-14%	5%	-4	-20%	1%
O=C(O)c1cccc(NC(=O)c2cccc(S(=O)(=O)N3CCc4ccccc4C3)c2)c1	1%	4%	3%	2%	-3%	6%	-1	-9%	11%
CN1CCN(CC(=O)Nc2nc3ccccc3s2)CC1	-3%	25%	1%	-10%	-6%	6%	-6	-8%	17%
C#CCCCO/N=C1/[C@H]2O[C@@H]2[C@@H](O)[C@H]2[C@H]1CCn1c(=O)n(Cc3cc4c(cc3Cl)OCO4)c(=O)n12	-2%[12.4 µM]	.	-2%	.	3%[15.3 µM]	.	.	.	-10%[12.4 µM]
CCC1Nc2ncnc(N3CCOCC3)c2N(Cc2ccc(Br)cc2)C1=O (stereo not given)	.	?	-1%&-2%	.	.	0%	0&-6	-15%	-2%
CN(C(=O)c1cccc(NC(=O)Cc2ccc(NC(=O)C3CCCN(C(=O)c4ccccc4)C3)cc2)c1)C1CCCC1 (stereo not given)	.	7%	-1%	.	.	-14%	-3	-11%	.
Cc1ccc(C)c(NC(=O)CSc2nnc([C@@H]3CCCN3C(=O)OC(C)(C)C)o2)c1	-6%	12%	-7%	1%	-14%	2%	0	8%	4%
CC(=O)OC(C(=O)NCc1ccco1)c1ccncc1 (stereo not given)	2%	15%	-4%	14%	-7%	4%	4	-11%	-1%
COCCn1c(C)cc(C2=NNC(=NC3CC3)SC2)c1C	-7%	206%[activator]	-14%	6%	-13%	-2%	-3	-18%	4%
CCN1CCN(C(=O)c2ccc3c(=O)n(CCC4=CCCCC4)c(=O)[nH]c3c2)CC1	2%	10%	4%	2%	-5%	-18%	-1	4%	0%
COc1ccc(N2CCN(CCCNC(=O)CCC(=O)N3CCOc4ccc(Cl)cc43)CC2)cc1	6%	54%[activator]	-8%	3%	-13%	-19%	-5	?	9%
N#C/C(=C\c1c(N(Cc2ccccc2)Cc2ccccc2)nc2ccccn2c1=O)C(N)=O	-11%	17%	-2%	-3%	?	-5%	0	-23%	6%
O=C1NCCN/C1=C\C(=O)c1ccc(F)cc1	0%	37%[activator]	0%	1%	-8%	-18%	-8	-21%	-1%
CC(C)NC(=O)CCCc1cn(C)c2ccccc12	0%	21%	-2%	2%	-6%	-10%	-4	-10%	-6%

Quoted at random: two compounds from above
molecule	BLM inh	POLI inh	GRP78 ERSR act	POLB inh	Anesthetic bind	Pol kappa inh	LDHA inh	POLH inh	APEX1 inh
CCN1CCN(C(=O)c2ccc3c(=O)n(CCC4=CCCCC4)c(=O)[nH]c3c2)CC1	2%	10%	4%	2%	-5%	-18%	-1	4%	0%
Cc1csc2nc(CSc3nc4ccccc4o3)c(Br)n12	-3%	-7%	0%	-9%	-13%	0%	-3	-11%	-4%

Assay outcomes: PubChem, National Center for Advancing Translational Sciences (NCATS)
